From PubChem BioAssay
Tn6 DDE FP: disrupts Tn6 cyclic peptide binding to fibrin D-Dimer-E complex. P02675. Fibrin DD(E) TRITC-Tn6 fluorescence polarization displacement. inhibition, % at 8.3 µM. 370,000 compounds, 0.21% hits;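 active = inhibition above a per-campaign cutoff: mean of compounds within control limits plus 3 SD, cut at about 15% in these data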;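 also: 0% = median of all compound wells on the plate and 100% = blocking peptide control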
KLK7 zymogen act: proKLK7 (human) activation, primary screen; purified proKLK7, EDANS-DABCYL substrate fluorescence; 100% is mature enzyme control, 0% vehicle; P49862; AID 652039; 370,000 compounds, 0.9% hits; activation, % at 7 µM;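 active = activation above the mean of all tested compounds plus 3 SD, computed per campaign excluding outliers beyond control limits, cut at about 13% in these data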
ADAM10 inh: ADAM10 inhibition, QFRET primary screen; O14672; recombinant ADAM10, EDANS/DABCYL FRET peptide cleavage, 3 h; inhibition, % at 7 µM; 370,000 compounds, 0.62% hits;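 active = inhibition above a per-campaign cutoff equal to the mean of compounds falling between control-based bounds plus 3 SD, cut at about 20% in these data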;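 also: 0% = DMSO wells while the 100% control is not disclosed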
Target sequence (O14672 214-748 limits assumed): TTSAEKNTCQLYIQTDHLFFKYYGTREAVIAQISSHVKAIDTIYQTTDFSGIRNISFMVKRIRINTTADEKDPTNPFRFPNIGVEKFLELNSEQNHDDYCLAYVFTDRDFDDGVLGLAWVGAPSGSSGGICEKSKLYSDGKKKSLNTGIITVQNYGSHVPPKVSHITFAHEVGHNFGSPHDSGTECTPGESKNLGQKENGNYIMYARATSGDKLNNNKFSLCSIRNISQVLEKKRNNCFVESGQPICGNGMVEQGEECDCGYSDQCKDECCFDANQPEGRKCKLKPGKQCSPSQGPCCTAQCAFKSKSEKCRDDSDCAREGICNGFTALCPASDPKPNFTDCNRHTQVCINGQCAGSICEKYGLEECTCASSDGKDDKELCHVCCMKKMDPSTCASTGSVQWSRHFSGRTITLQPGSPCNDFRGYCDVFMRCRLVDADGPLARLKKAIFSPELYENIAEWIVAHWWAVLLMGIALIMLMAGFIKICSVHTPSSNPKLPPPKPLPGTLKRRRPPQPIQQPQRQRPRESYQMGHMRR
NPR1 activator: GC-A (human) enzyme activation | 370,000 compounds, 0.14% hits | HEK293 GC-A cells, cGMP TR-FRET, EC30 ANP; 0% at EC30 ANP, 100% saturating ANP | activation, % at 10 µM | P16066 | AID 1671463; in the data active = activation above about 40%
ARFGAP1 inh: rat ARFGAP1 inhibition | AID 651572 | inhibition, % at 16.5 µM | Q62848 | Arfgap1-stimulated ARF1 GTP hydrolysis, GDP FP detection | 360,000 compounds, 0.26% hits;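 active = inhibition above a per-plate limit, mean inhibition of low control wells plus 3 SD, cut at about 25% in these data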;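 also: 0% = DMSO wells with enzyme and 100% = wells lacking Arfgap1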
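Material: rat Arfgap1 catalytic domain, aa 1-136; also added: human ARF1(Δ1-17)-GTP substrate; compound dosing: one concentration, 16.5 µM, DMSO 1.26%; incubation: GTP hydrolysis reaction 2 h at 25 °C; measured by: Tracer-displacement fluorescence polarization with EDTA stop, 620/688 nm; evaluation: % inhibition from polarization; repeats: one replicate per compound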
GC-B act: GC-B (human) receptor activation; P20594; HEK293-GC-B cells, CNP EC30, cGMP TR-FRET; 0% at EC30 CNP, 100% saturating CNP; activation, % at 10 µM; 370,000 compounds, 0.11% hits; AID 1920062;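 active = activation at 10 µM reaching about 35% in either raw or pattern-adjusted values, limit read from the data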
ASAP1 GAP inh: blocks human ASAP1-stimulated Arf1 GTP hydrolysis | AID 624377 | Q9ULH1 | 360,000 compounds, 0.19% hits | GDP FP detection | inhibition, % at 16.5 µM; in the data active = inhibition above about 25%;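 also: 0% = vehicle with enzyme and substrate and 100% = no enzyme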
rCAG binder: molecules binding r(CAG) RNA repeats; r(CAG) RNA repeat, TO-PRO-1 dye displacement fluorescence; inhibition, % at 3 µM; 370,000 compounds, 1.3% hits;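 active = inhibition above the plate cutoff, the mean of all test compounds on that plate plus 3 SD, cut at about 35% in these data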;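 also: 0% = DMSO alone and 100% = 100 µM mitoxantrone as full dye displacement; higher means more dye released from RNA so lower well fluorescence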
HGIII-sPLA2 inh: Inhibits HGIII-sPLA2 liposome hydrolysis, primary screen | AID 743126 | inhibition, % at 12.2 µM | Q9NZ20 | 370,000 compounds, 0.56% hits | QFRET BODIPY PC-A2 liposome hydrolysis, fluorescence;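 active = inhibition above mean plus 3 SD of compounds lying within the high and low control bounds, cut at about 19% in these data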;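 also: 0% = median of test compound wells and 100% = no enzyme DMSO wells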
Target sequence (Q9NZ20 whole entry, looked up): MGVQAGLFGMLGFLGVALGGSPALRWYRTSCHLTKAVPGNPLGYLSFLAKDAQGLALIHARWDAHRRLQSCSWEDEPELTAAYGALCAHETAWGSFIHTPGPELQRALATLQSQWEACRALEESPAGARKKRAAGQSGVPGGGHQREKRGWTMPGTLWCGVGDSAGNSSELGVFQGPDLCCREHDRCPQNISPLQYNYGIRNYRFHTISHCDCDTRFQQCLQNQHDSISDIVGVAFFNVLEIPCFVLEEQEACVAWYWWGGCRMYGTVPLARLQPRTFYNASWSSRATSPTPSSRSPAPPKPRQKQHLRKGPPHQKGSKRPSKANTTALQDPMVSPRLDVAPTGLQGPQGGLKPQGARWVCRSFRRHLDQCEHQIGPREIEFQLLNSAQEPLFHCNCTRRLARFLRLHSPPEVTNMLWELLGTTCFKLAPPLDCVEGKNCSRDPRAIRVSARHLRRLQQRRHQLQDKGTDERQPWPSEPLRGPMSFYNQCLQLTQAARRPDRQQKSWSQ
FXN GAA850 act: increases GAA850 frataxin promoter reporter activity | HEK293 lucGAA850 FXN promoter luciferase reporter, 24 h; percent of 10 µM SAHA response | activation, % at 6 µM | 360,000 compounds, 0.56% hits | AID 540364;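 active = activation above the average of all compounds screened plus 3 SD, cutoff fixed separately per campaign, cut at about 7.5% in these data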;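 also: 0% = DMSO wells and 100% = 10 µM SAHA wells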
* marks the source's active call; other numbers are inactive results; i = inactive; . = no result given.

SMILES	Tn6 DDE FP	KLK7 zymogen act	ADAM10 inh	NPR1 activator	ARFGAP1 inh	GC-B act	ASAP1 GAP inh	rCAG binder	HGIII-sPLA2 inh	FXN GAA850 act
Clc1ccccc1Nc1nc(NCc2cccs2)nc2ccsc12	-3	-16	-171	3	1	2	5	3	5	1.9
COc1ccc(C(=O)Oc2cccc(Nc3ncnc4ccccc34)c2)cc1OC	-4	0.8	-13	13	8	10	5	-1	-13	-1.5
CCCCC1=CC2=CC(=O)C(C)(OC(=O)CC)C(=O)C2=CO1 (stereo not given)	18*	2.6	1	-3	1	-4	8	24	-3	3.8
O=C(Cc1c(F)cccc1Cl)OCC(=O)N1CCN(c2ccccc2)CC1	-6	0.2	-6	-2	3	-4	-7	1	-1	1.0
COCCCNC(=O)C1CCCCN1S(=O)(=O)c1ccc(F)cc1 (stereo not given)	7	-0.2	0	6	-9	0	1	-3	1	1.2
Nc1c(C(=O)N/N=C/c2ccc(Cl)cc2)cnn1-c1ccccc1	2	0.4	2	3	21	-2	-3	-1	5	3.0
NS(=O)(=O)c1ccc(N2N=C(c3ccccc3)CC2c2ccc(F)cc2)cc1 (stereo not given)	-2	-318	i	3	9	-6	12	14	-18	-0.1
N#Cc1ccccc1S(=O)(=O)N1CCN(S(=O)(=O)c2ccc(Br)c(C(=O)O)c2)CC1	-1	0.1	7	1	-4	-4	7	13	-3	1.1
CCOC(=O)C1CCN(C(=O)c2cn(C)c(=O)c3cc(OC)c(OC)cc23)CC1	-1	-0.6	-13	-1	-3	1	9	-10	3	-0.4
CCOC(=O)c1c(C)[nH]c(C(=O)OCCOc2ccc(Cl)cc2)c1C	1	0.0	5	0	7	-3	-1	-2	-5	3.4
O=C(O)/C=C/C(=O)Nc1ccc(Cl)cc1C(=O)c1ccccc1	-3	0.1	-3	6	-7	1	1	-1	-11	0.2
CC1=CCC2C(=O)N(c3ccccc3OC(=O)c3ccccc3F)C(=O)C2C1 (stereo not given)	5	-0.3	-1	5	6	0	1	-6	10	-2.7
Cc1cc(S(=O)(=O)N(Cc2ccc(C(C)(C)C)cc2)Cc2cccs2)ccc1-n1cnnn1	-1	-0.2	13	-1	6	-1	-7	10	-12	4.2
O=C(NCCCN1CCOCC1)c1ccc2nc(Cc3cccc(Cl)c3)oc2c1	3	-0.3	-5	-3	-12	3	0	-5	-2	1.8
COC(=O)C(CC(C)C)NC(=O)c1cccs1 (stereo not given)	3	0.1	-2	1	-1	5	-8	-4	6	0.6
COc1ccc(NC(=O)CN(C)C(=O)CN2C(=O)NC3(CCCCC3)C2=O)cc1	1	-0.7	-11	-1	1	0	-3	13	3	0.2
N#C/C(=C\c1ccc(O)c(O)c1)C(=O)Nc1ccccc1	4	0.3	5	-1	6	-8	0	24	-7	6.0
CC(=O)Nc1ccc(S(=O)(=O)N2CCNC(=O)CC2)cc1	-3	0.8	-13	2	5	2	-2	0	8	1.8
Oc1nc(Nc2ccccc2)sc1/C=C1\C=Nc2ccccc21	-25	0.5	6	2	-1	0	6	34	-30	3.8
C/C(N)=C(/C#N)C(=O)COC(=O)CNS(=O)(=O)c1ccc2ccccc2c1	0	-0.5	-2	-1	-4	-5	-5	2	-13	-0.1
CSc1nc(C)c2c(n1)N(c1ccc(C(F)(F)F)cc1)CC2	-1	0.2	4	1	-13	0	-11	0	3	-0.2
COCCNC(=O)CCCCCNS(=O)(=O)c1ccc(C)cc1	-4	-0.4	-1	-3	-1	6	-3	-3	2	0.9
COCCCN(C(=O)c1cc(Cl)nc2ccccc12)c1c(N)n(Cc2ccccc2)c(=O)[nH]c1=O	0	0.0	-7	4	7	3	-4	3	6	0.8
O=C(O)c1ccc(CSCc2ccccc2Cl)o1	-10	0.7	-7	1	-8	1	-12	1	7	0.1
COc1cc2ccnc(C=NO)c2cc1OC	-4	-4.5	i	9	11	0	1	3	14	-0.4
CCc1ccccc1NC(=S)Nc1cc(OC)c(NC(=O)C(C)C)cc1OC	52*	0.4	0	-3	-11	-2	-4	-5	-3	1.6
N#Cc1ccc(C(=O)CSc2n[nH]c(=O)n2-c2cccnc2)cc1	1	-0.2	-3	-4	4	-4	1	1	0	1.7
CCOC(=O)/C(C(C)=O)=C1/OC(=O)c2ccccc21	-5	-0.5	-3	4	8	2	0	-2	7	0.2
O[C@H](COc1ccc(OC(F)(F)F)cc1)CN1CCC(C(O)(c2ccccc2)c2ccccc2)CC1	-7	0.2	5	-7	.	-9	.	1	-12	.
CCOc1ccccc1C(=O)N/N=C/c1coc2ccc(C)cc2c1=O	7	24*	-13	-3	-25	-1	1	-4	-6	-2.1
CC(C)CC(=O)c1c[nH]c(C(=O)NCCCN2CCOCC2)c1	3	0.0	-2	6	8	6	-3	-3	8	-1.3
CC(C)COC(=O)c1cccc2c1-c1ccccc1/C2=N\O	-1	-0.8	19	-8	11	-9	9	30	-44	1.2
O=C(NCc1cccnc1)/C(=C/c1ccc(-c2ccc(Cl)cc2)o1)S(=O)(=O)c1ccccc1	4	-0.5	-28	-25	-6	-14	-6	-1	-9	-8.1
O=C(Nc1cccc2ncccc12)c1ccc(Cl)cc1	8	-0.8	-2	3	-4	-6	-5	-1	1	1.5
O=C(O)/C=C/C(=O)N1CCN(c2ccccc2F)CC1	1	-1.0	-5	5	0	3	4	-1	8	2.2
CCc1cccc(NC(=O)c2cc(S(=O)(=O)N3CCCCC3)ccc2N2CCOCC2)c1	-9	-0.1	-5	-2	-11	-5	-6	2	-5	1.2
CC(=O)Nc1csc2ccccc12	7	0.5	2	-3	1	2	0	-1	-3	0.2
CCn1cc(C(=O)NCc2ccc3c(c2)OCO3)c(=O)c2cc(F)c(N3CCN(C(=O)c4ccco4)CC3)cc21	-6	-7.0	-106	-1	12	2	-1	0	-7	-0.4
CC(C)c1ccc(OCc2ccc(C(=O)NN3CCN(C)CC3)o2)cc1	0	-0.4	-2	0	5	1	0	-10	7	7.0
O=C(N=Nc1c(O)[nH]c2ccccc12)c1cccc(S(=O)(=O)N2CCCCC2)c1	3	-0.2	7	-1	16	6	-7	2	1	1.9
C=CCNS(=O)(=O)c1sccc1/C=N/O	4	-1.0	-2	5	9	1	2	2	-5	-1.6
CCN1CCN(C(=O)C2CCN(S(=O)(=O)c3ccc4c(c3)NC(=O)C(C)S4)CC2)CC1 (stereo not given)	-4	-0.1	-5	3	7	10	5	-3	2	0.1
O=C(c1ccc(Cl)c(S(=O)(=O)N2CCOCC2)c1)N(Cc1ccco1)Cc1cccs1	-1	0.8	-6	-1	-12	1	-5	2	6	-0.3
CC[n+]1c(/C=C2\Sc3ccccc3N2C)ccc2cccc(C)c21	-9	-0.2	-13	.	3	.	14	-162	11	-8.8
COCCCNC(=O)CCc1nc(-c2ccccc2)no1	-5	-0.2	-6	.	5	.	-4	0	-8	-2.5
CCN(CC)CCCNC(=O)c1[nH]c(C)c(C(=O)NC2CCCCC2)c1C	6	0.1	1	4	12	1	-5	-4	-2	-1.7
Cc1ccc(C(=O)c2c3ccc([N+](=O)[O-])cc3[n+]([O-])n2CCC(N)=O)cc1	-9	1.2	3	4	1	3	-6	14	1	.
C/C(=N/NC(=O)c1cccc(N2CCCC2=O)c1)c1ccncc1	2	-0.8	8	0	3	0	6	-4	4	3.0
CCN1CCN(CCOc2ccccc2OCc2ccccc2)CC1	1	0.0	-2	-3	12	0	3	-6	0	-0.5
CC(=O)Nc1cc(-c2cccc(F)c2)cn2c(-c3ccccc3)cnc12	4	-7.1	-46	-4	-9	1	-9	7	-4	3.0
Cc1ncc([N+](=O)[O-])n1CC(=O)Nc1ccc(F)c(F)c1	4	0.1	5	3	-7	1	-7	-2	7	3.1
Cc1ccc(CNC(=O)C(=O)NCCC2CCCCN2S(=O)(=O)c2ccccc2)cc1 (stereo not given)	8	-0.1	-10	3	10	7	-8	-7	0	1.0
O=C(CSc1nccc(=O)[nH]1)Nc1ccc(N2CCOCC2)cc1	4	0.1	1	0	3	6	-2	0	1	-0.3
CCn1ncc(C2=NOC(C(=O)NCc3ccc(Cl)cc3)C2)c1C (stereo not given)	-1	0.1	-4	-5	-5	4	4	-5	0	-0.4
CC(C)(C)OC(=O)N[C@H]1C=C[C@@H](OC(=O)CC(=O)OCC(F)(F)F)C1	1	-0.2	-3	9	9	2	3	-2	-49	-1.2
CCc1ccc(N2NC(=O)/C(=C/C=C/c3ccco3)C2=O)cc1	0	-0.6	15	-6	1	-4	7	24	14	1.1
Cc1ccc(C(=O)NC(Cc2cccc(F)c2)C(=O)O)cc1 (stereo not given)	5	0.2	-3	0	0	-1	5	5	1	0.3

Sorted by formula weight (smallest number first): part of the list above
SMILES	Tn6 DDE FP	KLK7 zymogen act	ADAM10 inh	NPR1 activator	ARFGAP1 inh	GC-B act	ASAP1 GAP inh	rCAG binder	HGIII-sPLA2 inh	FXN GAA850 act
Cc1ncc([N+](=O)[O-])n1CC(=O)Nc1ccc(F)c(F)c1	4	0.1	5	3	-7	1	-7	-2	7	3.1
Cc1ccc(C(=O)NC(Cc2cccc(F)c2)C(=O)O)cc1 (stereo not given)	5	0.2	-3	0	0	-1	5	5	1	0.3
CCc1ccc(N2NC(=O)/C(=C/C=C/c3ccco3)C2=O)cc1	0	-0.6	15	-6	1	-4	7	24	14	1.1
C/C(=N/NC(=O)c1cccc(N2CCCC2=O)c1)c1ccncc1	2	-0.8	8	0	3	0	6	-4	4	3.0
CCN1CCN(CCOc2ccccc2OCc2ccccc2)CC1	1	0.0	-2	-3	12	0	3	-6	0	-0.5
O=C(CSc1nccc(=O)[nH]1)Nc1ccc(N2CCOCC2)cc1	4	0.1	1	0	3	6	-2	0	1	-0.3
CCn1ncc(C2=NOC(C(=O)NCc3ccc(Cl)cc3)C2)c1C (stereo not given)	-1	0.1	-4	-5	-5	4	4	-5	0	-0.4
CC(C)(C)OC(=O)N[C@H]1C=C[C@@H](OC(=O)CC(=O)OCC(F)(F)F)C1	1	-0.2	-3	9	9	2	3	-2	-49	-1.2
Cc1ccc(C(=O)c2c3ccc([N+](=O)[O-])cc3[n+]([O-])n2CCC(N)=O)cc1	-9	1.2	3	4	1	3	-6	14	1	.

Outcome played no part in choosing rows. About 4.5% of those tested had a hit in this group.
